# M4 ag – CHRM4 agonism in calcium assay; CHO-K1 hM4/Gqi5, Fluo-8 calcium fluorescence; vehicle 0%, full acetylcholine response 100%; activation, % at 3 µM; P08173; AID 624127; 360,000 compounds, 0.14% hits;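 active = activation above the run mean over all test wells plus 3 SD, cut at about 32% in these data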;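 note: peak over basal fluorescence ratio per well then scaled between controls; 0% = DMSO wells and 100% = acetylcholine at EC100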
# M1 ag – human M1 muscarinic receptor agonism | CHO-K1 hM1, Fluo-8 calcium fluorescence, agonist mode; 0% DMSO, 100% acetylcholine EC100 | activation, % at 3 µM | P11229 | 360,000 compounds, 0.33% hits;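 active = activation above the run's mean compound activation plus 3 SD, cut at about 16% in these data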;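 note: peak over basal fluorescence ratio within a 140 s kinetic read after compound addition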
# Target sequence (P11229 whole entry, looked up): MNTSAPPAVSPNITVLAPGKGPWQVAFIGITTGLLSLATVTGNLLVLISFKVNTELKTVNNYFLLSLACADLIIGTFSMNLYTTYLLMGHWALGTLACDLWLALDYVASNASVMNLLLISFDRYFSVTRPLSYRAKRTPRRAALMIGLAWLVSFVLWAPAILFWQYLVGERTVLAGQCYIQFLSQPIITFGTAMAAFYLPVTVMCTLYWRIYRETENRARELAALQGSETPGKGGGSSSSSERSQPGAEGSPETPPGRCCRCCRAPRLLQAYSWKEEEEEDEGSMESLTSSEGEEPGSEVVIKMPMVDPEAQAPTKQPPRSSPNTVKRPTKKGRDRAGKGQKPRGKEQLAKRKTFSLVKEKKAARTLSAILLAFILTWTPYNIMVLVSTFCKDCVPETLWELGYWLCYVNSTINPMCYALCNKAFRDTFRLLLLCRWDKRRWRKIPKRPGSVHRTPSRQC
# M1 PAM – human CHRM1 positive allosteric modulation. CHO-K1 hM1, Fluo-8 calcium fluorescence, ACh EC20; 0% = ACh EC20, 100% = maximal ACh. activation, % at 3 µM. 360,000 compounds, 0.088% hits. AID 588819; in the data active = activation above about 19%, passing the limit was not always enough
# M4 antag – antagonists of human muscarinic M4 receptor (CHRM4) | CHO-hM4 cells, ACh EC80, Fluo-8 calcium fluorescence | inhibition, % at 3 µM | 360,000 compounds, 0.73% hits | AID 624125;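 active = inhibition above its plate's cutoff, the mean inhibition of sample wells plus 3 SD, cut at about 27% in these data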;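 note: 0% = acetylcholine EC80 with DMSO and 100% = DMSO without agonist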
# CHO parental Ca – signal in parental CHO cells, OX1R antagonist counter-screen; AID 463079; 330,000 compounds, 0.63% hits; inhibition, % at 5.6 µM; parental CHO-K1, ATP-induced calcium, Fluo-8 fluorescence;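 active = inhibition above that plate's mean sample inhibition plus 3 SD, cut at about 26% in these data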;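 note: 0% = ATP-challenged DMSO wells and 100% = DMSO wells without ATP; some compounds past the cut are filed as inactive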
#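 Test system: parental CHO cells; detection: calcium-sensitive Fluo-8 fluorescence; evaluation: percent inhibition of calcium signal; also added: ATP as calcium-mobilizing challenge; repeats: one well per compound; control set: ATP-challenged DMSO wells low, unchallenged DMSO wells high; compound: single nominal dose of 5.6 µM per compound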
# CHRM1 antagonist – human CHRM1 antagonism. CHO-K1 hM1, Fluo-8 calcium fluorescence, ACh EC80 antagonist. inhibition, % at 3 µM. P11229. 360,000 compounds, 1.3% hits;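 active = percent inhibition above its own plate's cutoff, namely the mean of that plate's compound wells plus 3 SD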;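 note: peak over basal fluorescence ratio during 140 s after agonist addition; 0% = ACh EC80 plus DMSO and 100% = DMSO alone without agonist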
# OXTR potentiator – potentiates the human oxytocin receptor response; P30559; CHO-OTR cells, Fluo-8 calcium fluorescence, potentiator mode; 0% = oxytocin EC15, 100% = EC100; activation, % at 3 µM; 320,000 compounds, 0.061% hits; AID 2445;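 active = activation above that plate's cutoff, the mean activation of tested compounds plus 3 SD, cut at about 6.6% in these data, passing the limit was not always enough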;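 note: 100% uses oxytocin at 75 nM as the full agonist control; some results filed as inactive read as strong as hits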
# Target sequence (P30559 whole entry, looked up): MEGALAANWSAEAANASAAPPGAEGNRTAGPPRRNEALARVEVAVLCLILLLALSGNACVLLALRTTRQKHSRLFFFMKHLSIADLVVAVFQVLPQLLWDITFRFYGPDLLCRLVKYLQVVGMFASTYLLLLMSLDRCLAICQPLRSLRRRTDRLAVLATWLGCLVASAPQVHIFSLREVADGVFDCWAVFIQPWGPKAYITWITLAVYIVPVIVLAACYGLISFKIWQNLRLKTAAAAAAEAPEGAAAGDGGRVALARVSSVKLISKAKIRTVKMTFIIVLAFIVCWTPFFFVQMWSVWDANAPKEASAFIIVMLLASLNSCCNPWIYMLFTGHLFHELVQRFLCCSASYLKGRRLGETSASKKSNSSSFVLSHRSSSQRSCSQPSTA
#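 assay system = CHO-OTR cells, human receptor | schedule = compound 6 min at room temperature before oxytocin, 100 s read | detection = Fluo-8 intracellular calcium fluorescence, ex 470-495, em 515-575 nm | evaluation = normalized max/min fluorescence ratio, % activation | control set = EC15 oxytocin alone as 0%, 75 nM oxytocin (EC100) as 100%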
# CHO-K1 Ca antag – M1 antagonist counterscreen hit in parental CHO-K1 cells | inhibition, % at 3 µM | 360,000 compounds, 0.6% hits | ATP-induced calcium, Fluo-8 fluorescence;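 active = inhibition above a per-plate cutoff, the plate's mean sample inhibition plus 3 SD, cut at about 24% in these data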;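 note: 0% = DMSO plus EC80 ATP and 100% = DMSO alone without ATP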
# M1 ag parental – counter-screen for M1 agonists: effect in parental CHO-K1 cells; Fluo-8 calcium fluorescence; scaled to maximal ATP response, vehicle zero; activation, % at 3 µM; 360,000 compounds, 0.48% hits; AID 602248; in the data active = activation above about 15%;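 note: untransfected CHO-K1 host cells lacking M1 receptor as counterscreen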
# Starred values were filed as active, the others as inactive; nt = not tested or not shown.
SMILES,M4 ag,M1 ag,M1 PAM,M4 antag,CHO parental Ca,CHRM1 antagonist,OXTR potentiator,CHO-K1 Ca antag,M1 ag parental
NC(=O)CC(NC(=O)Cc1ccc(Cl)cc1)c1ccc(NCc2ccccc2)c([N+](=O)[O-])c1 (stereo unspecified),1,-2,8,-3,-18,-4,-7,-9,-0.3
CCN(CC)C(=S)Nc1c(C)n(C)n(-c2ccccc2)c1=O,1,-3,3,-6,-2,-2,-3,-6,-0.6
Cc1ccccc1-n1c(SC/C(O)=C(\C#N)c2nc3ccccc3[nH]2)nnc1-c1ccncc1,3,0,-4,-1,-14,19,-8,19,0.5
CC(=O)NCCc1nc2cc(NC(=O)c3ccc(Cl)cc3)ccc2n1C,1,0,16,-1,-6,-13,-4,0,-0.5
CCN1C(=O)[C@H]2[C@@H](c3ccc(C(F)(F)F)cc3)N[C@]3(CCCN(Cc4ccc(C)cc4)C3=O)[C@H]2C1=O,0,-6,6,-5,nt,-4,nt,15,1.9
Cc1ccc(C(=O)C2CCN(CC(=O)NCc3ccc(F)cc3)CC2)cc1,2,-4,5,-3,-29,-4,-2,-9,3.7
CCCCCCn1c(Br)nc2c1c(=O)n(C)c(=O)n2C,13,-5,-10,11,-17,7,-4,23,3.9
COc1ccc(OCc2ccc(-c3nc4ccccc4c(=O)n3N)o2)cc1,11,-2,4,7,-35,-5,-4,4,3.2
CCOC(=O)c1ccc(Nc2ncnc3nc[nH]c23)cc1,9,-1,-1,-20,11,4,-7,-9,3.2
CC1(C)O[C@@H]1COc1c2ccoc2cc2oc(=O)ccc12,2,0,9,3,-10,-2,1,-22,0.6
O=C1Nc2ccccc2C1=Nc1ccccc1-c1ccccc1,0,-4,6,-1,nt,-15,nt,-8,0.6
Cc1nc(C)n(C(C)CNC(=O)c2ccccc2)n1 (stereo unspecified),0,-3,9,-1,nt,-17,nt,-7,0.4
CCOC(=O)c1ccc(NC(=O)Cn2nnc(-c3ccccc3)n2)cc1,3,0,6,0,-2,-20,4,-8,1.2
COc1ccc(Cc2nnc(NC(=O)c3ccccc3[N+](=O)[O-])s2)cc1,2,-1,9,-1,-10,2,2,1,-0.1
CCCCCCCCNS(=O)(=O)CCNC1CC1,0,-6,2,-6,nt,-7,nt,-7,0.3
CCCCn1nc(C(=O)NCc2ccccc2CN2CCCC2)c2ccccc2c1=O,1,-5,-8,9,-23,10,-9,-12,1.5
CC(=O)N1c2ccc(S(=O)(=O)N3CCCC(C(=O)NCc4ccc(Cl)cc4)C3)cc2CC1C (stereo unspecified),4,0,-4,-8,-10,4,-10,-2,8.6
O=C(CSCc1c(F)cccc1Cl)NCc1ccncc1,1,-7,-3,2,12,8,-17,-4,0.5
Cc1ccc(S(=O)(=O)N2C[C@H]3N(C(=O)OC(C)C)N(C(=O)OC(C)C)C[C@H](OC(=O)NCC4CCCCC4)[C@@]3(O)C2)cc1,8,-7,-2,-4,nt,-11,nt,-5,1.4
O=C(O)c1ccc(Sc2ccccn2)c([N+](=O)[O-])c1,1,-5,8,-7,-3,-3,-3,-5,0.4
COc1ccccc1C1CC(=O)Oc2cc(C)c(Cl)c(C)c21 (stereo unspecified),-1,-4,-8,-13,-13,15,nt,5,0.0
CCOc1ccccc1NC(=O)Cc1c(F)cccc1Cl,0,-6,8,8,-12,-7,-4,-7,0.5
COc1ccc(NC(=O)c2ccc(COCC(F)(F)C(F)F)cc2)cc1,5,-6,1,-17,-3,-10,1,-12,3.5
CC1(C(=O)NS(=O)(=O)Cc2ccccc2)CCN1C(=O)C1(c2ccc(Cl)cc2)CC1 (stereo unspecified),2,-1,1,-20,nt,-10,nt,-1,-0.2
Cc1ccnc(NS(=O)(=O)c2ccc(NC(=O)C34CC5CC(C)(CC(C)(C5)C3)C4)cc2)n1,-1,-5,10,-3,-3,-4,-3,-8,0.2
CCC(=O)N1CCc2cc(S(=O)(=O)CCC(=O)N3CCCC(C)C3)ccc21 (stereo unspecified),3,-6,-5,10,-7,-3,-2,-6,2.5
COc1cccc2cc(C(=O)NCc3ccco3)c(=Nc3ccc(C(=O)O)cc3)oc12,2,-2,2,-5,-7,-3,-1,-25,0.8
Cc1ccc(C(=O)N/C(=C\c2sccc2C)C(=O)NCc2ccco2)cc1,1,1,16,-1,-14,-8,-4,-1,0.1
CCCC(=O)C1=C(N2CCCC2)CC(C)(C)C(C(=O)OC)C1=O (stereo unspecified),9,-2,-8,6,0,22,-7,1,4.4
CCOc1ccc(N2CC(C(=O)OCC(=O)NCc3ccccc3)CC2=O)cc1 (stereo unspecified),0,-6,5,-6,2,-1,-7,7,-0.5
CC1CCCCC1NC(=O)CCC(=O)N1CCOc2ccc(Cl)cc21 (stereo unspecified),-1,-2,13,-2,-2,-18,-1,-11,-0.1
COc1ccc(CC(=O)NNC(=S)NCC2CC2)cc1OC,0,0,6,-10,4,-4,-7,4,0.1
N=c1c2c(-c3ccccc3)c(-c3ccccc3)n(Cc3ccco3)c2ncn1CCN1CCOCC1,1,-5,-12,7,-21,16,-5,-9,1.5
CN(C)CCCN(C(=O)c1cc(Cl)sc1Cl)c1nc2cc3c(cc2s1)OCO3,5,-4,-24,62*,-9,96*,-12,-4,2.0
CCCCOc1cccc(C(=O)O)c1,0,0,2,5,-2,-30,1,-6,-0.2
COc1ccc2[nH]c3c(c2c1)CNCC3,1,-4,6,1,nt,-9,nt,0,0.2
O=C(c1ccccc1F)N(Cc1nc2ccccc2c(=O)[nH]1)C1CCCC1,2,-1,1,-3,-20,2,-8,-8,0.3
CC(=O)c1cccc(CN2CCN(Cc3ccc(F)cc3)C(CCO)C2)c1 (stereo unspecified),1,-12,-2,-5,-11,4,13,10,0.1
O=C(O)c1ccc([N+](=O)[O-])cc1Sc1ccsc1,0,-2,8,-11,nt,-9,nt,-6,-0.1
CCC(O)CNc1nc(SC)nc2sc3c(c12)CCN(C)C3 (stereo unspecified),1,-8,-14,9,-18,14,-1,-16,0.4
COc1ccccc1CNC(=O)CCC(=O)Nc1nnc(C)s1,0,-4,8,-3,-6,-7,-2,-6,-0.3
CC(C)Cn1c(SCC(=O)N2CCc3ccccc3C2)nc2cc(Cl)ccc2c1=O,1,-5,-2,9,-27,-7,-12,-9,0.0
Cc1nc(SC(C(=O)c2ccccc2)c2ccccc2)n[nH]1 (stereo unspecified),2,-10,3,-4,-7,-7,-5,-23,1.7
CCN(CC(=O)NC1CCS(=O)(=O)C1)S(=O)(=O)c1cc([N+](=O)[O-])ccc1C (stereo unspecified),0,-3,9,-2,-8,-5,5,11,4.7
CCC(C)NC(=O)C1CCCN(S(=O)(=O)c2ccc(-n3cnnn3)cc2)C1 (stereo unspecified),1,-3,2,-4,-14,-23,-10,-14,0.2
COc1cc(OC)c(C2=NOC(C(=O)N3CCc4ccccc4C3)C2)cc1Cl (stereo unspecified),1,-7,0,2,-27,2,-10,4,0.5
CCC(=O)N(CC(=O)Nc1sc(C)c(C)c1C(N)=O)C1CCCCC1,0,-3,3,-6,-7,2,-8,-8,0.5
Fc1cccc(Cl)c1CNc1ccc(N2CCCC2)cc1,1,-8,-4,-4,-1,-2,-6,-9,-0.1
Cc1cc(NC(=O)CC2(CC(=O)O)CCCC2)n(C)n1,1,-4,8,4,-8,-17,-10,-17,0.4
COCCN(C(=O)CSc1nnc(-c2cccc(Cl)c2)n1N)c1c(N)n(CC(C)C)c(=O)[nH]c1=O,0,0,13,-15,nt,-14,nt,-8,0.1

# The closing 3 compounds of the section before lead into the next.
SMILES,M4 ag,M1 ag,M1 PAM,M4 antag,CHO parental Ca,CHRM1 antagonist,OXTR potentiator,CHO-K1 Ca antag,M1 ag parental
Fc1cccc(Cl)c1CNc1ccc(N2CCCC2)cc1,1,-8,-4,-4,-1,-2,-6,-9,-0.1
Cc1cc(NC(=O)CC2(CC(=O)O)CCCC2)n(C)n1,1,-4,8,4,-8,-17,-10,-17,0.4
COCCN(C(=O)CSc1nnc(-c2cccc(Cl)c2)n1N)c1c(N)n(CC(C)C)c(=O)[nH]c1=O,0,0,13,-15,nt,-14,nt,-8,0.1
CC(C)C(=O)NNc1ccc(C(F)(F)F)cn1,1,-3,6,-1,-17,-8,-4,-7,0.8
Cc1ccc(C(=O)N2CCC(C(=O)c3ccc(Cl)cc3)CC2)cc1,5,-5,-2,4,-2,-2,-8,-3,4.7
CCCCCC(=O)c1ccc(O)cc1O,1,-1,8,10,4,-17,1,-11,1.6
Cc1cc(/C=C(/C#N)c2cccc(F)c2)c(C)n1-c1cccnc1,7,-13,-35,4,-16,34*,-6,-16,2.5
CNC(=O)C1CC(=O)N(Cc2ccc3c(c2)OCO3)C(=Nc2ccc(OC)cc2)S1 (stereo unspecified),1,7,17,-1,-1,-30,-9,-12,0.2
COC1C=COC2(C)Oc3c(C)c(O)c4c(O)c(c(CN5CCN(C)CC5)c(O)c4c3C2=O)NC(=O)C(C)=CC=CC(C)C(O)C(C)C(O)C(C)C(OC(C)=O)C1C (stereo unspecified),0,-2,9,9,nt,-14,nt,-15,1.0
CC(C)c1cc(C(=O)Nc2cccc(C(F)(F)F)c2)no1,-2,-3,4,-7,-4,-6,-11,-19,0.2
CC(C)CC(N)c1csc(Nc2ccc(C(=O)c3ccccc3)cc2)n1 (stereo unspecified),17,6,18,-7,nt,5,nt,14,1.1
CSc1ccc(CN(C)CC(=O)Nc2cccc(Br)c2)cc1,6,-5,-9,-1,-18,7,-5,0,5.1
O=C(N1CCOCC1)N1CCCN(C(=O)N2CCOCC2)CC1,0,-3,4,8,-6,-25,-2,-1,-0.3
O=C(N/C(=C\c1cccnc1)C(=O)N1CCCCC1)c1cccc(Br)c1,1,-2,8,-4,-5,-1,-7,-17,0.5
Cc1cc2oc(=O)cc(CN(C)Cc3ccccc3F)c2cc1Cl,0,-3,3,-4,-15,-3,-10,-4,0.2
COc1cc(C(c2c(C(=O)O)[nH]c3ccccc23)c2c(C(=O)O)[nH]c3ccccc23)ccc1OCc1ccccc1,0,-7,8,4,-13,-10,-10,-8,0.6
CCn1c(C)nc2cc(OC)ccc21,1,-16,11,2,3,-5,-4,-2,0.4
CCOC1CCCc2oc(-c3ccc(N(C)C)cc3)c(C(=O)OC)c21 (stereo unspecified),-3,nt,nt,-11,nt,nt,nt,-16,0.5
CC(NC(=O)c1cccc(S(=O)(=O)N2CCc3ccccc3C2)c1)c1ccco1 (stereo unspecified),8,4,2,-10,-6,1,-8,-16,4.1
Cc1cccc(C)c1NC(=O)C(c1ccccc1)N1CCC1=O (stereo unspecified),1,0,11,-6,-6,-16,-14,-6,0.3
Cc1ccc(NC(=O)CCN2C(=O)C3CCCCC3C2=O)cc1[N+](=O)[O-] (stereo unspecified),10,-3,5,-4,-13,-4,-4,-3,1.7
COc1cc(CNc2ncn[nH]2)cc(Br)c1OC,0,-4,-1,16,-9,5,-5,-15,0.6

# Assay outcomes: PubChem BioAssay, The Scripps Research Institute Molecular Screening Center
